Bioassay records: PubChem, several laboratories
RGS4 pot = RGS4 potentiators or activators, primary screen, cell-based, HEK293 M3R inducible RGS4, calcium flux; B-score at 10 µM; 310,000 tested, 0.92% active; carbachol calcium flux Fluo4; stronger effect = lower value; AID 463111, 2010;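 active = B-score of the integrated calcium signal more than 4 SD below the library mean, with starting fluorescence not abnormally high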;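 also: negative B-score means reduced calcium response which marks RGS4 activation or potentiation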
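test system = M3R-expressing HEK293 line, RGS4 induced by doxycycline | probe or stimulus = carbachol at ECmax as muscarinic agonist stimulus | timing = dye loading 30 min 37 °C, buffer rest 30 min RT | signal = calcium dye Fluo4 fluorescence | evaluation = B score from integrated fluorescence ratio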
TRPC4 inh = inhibitors of mouse TRPC4 channel, primary screen, Fluo4 calcium, HEK293 TRPC4beta/mu-opioid cells. Short transient receptor potential channel 4 (Mus musculus), Q9QUQ5. DAMGO-evoked Fluo4 calcium flux; stronger effect = lower value. B-score at 10 µM. 300,000 tested, 0.39% active. AID 2247, 2010;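 active = B-score over 3 SD under the library average, no early fluorescence shift, positive overall ratio signal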
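Signal: kinetic Fluo4 fluorescence imaging of calcium influx. Material: stable TRPC4beta/mu-opioid receptor HEK293 cells. Probe or stimulus: DAMGO in two steps, submaximal then maximal.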
MrgX1 agonist = agonists of human MrgX1 receptor, primary screen, HEK293 cells, Fluo-4 calcium flux | Mas-related G-protein coupled receptor member X1 (Homo sapiens), Q96LB2 | Fluo-4 calcium fluorescence, agonist mode; stronger effect = higher value | B-score at 10 µM | 310,000 tested, 0.44% active;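 active = calcium response B-score plate-corrected fluorescence ratio at least 3 library SD, with starting fluorescence B-score inside 5 SD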
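Material: MrgX1-expressing HEK293 cells / Dosing: compound as first of three additions / Incubation: overnight seeding, then 1 h dark dye loading / Signal: Fluo-4 NW calcium fluorescence / Evaluation: B-scored fluorescence response ratio / Benchmarks: positive and negative control wells on each plate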
TRPC6 inhibitor = mouse TRPC6 channel inhibitors, primary screen, cell-based, HEK293, membrane potential dye. Short transient receptor potential channel 6 (Mus musculus), Q61143. ACh-evoked depolarization; stronger effect = lower value. B-score at 10 µM. 310,000 tested, 1.1% active. AID 2553, 2010;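 active = B-score under library mean minus 3 SD, initial fluorescence not abnormally high, positive integrated signal ratio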;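 also: B-score derived from integrated fluorescence ratio over the kinetic read; more negative B-score means stronger inhibition of depolarization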
Target sequence (Q61143 whole entry, looked up): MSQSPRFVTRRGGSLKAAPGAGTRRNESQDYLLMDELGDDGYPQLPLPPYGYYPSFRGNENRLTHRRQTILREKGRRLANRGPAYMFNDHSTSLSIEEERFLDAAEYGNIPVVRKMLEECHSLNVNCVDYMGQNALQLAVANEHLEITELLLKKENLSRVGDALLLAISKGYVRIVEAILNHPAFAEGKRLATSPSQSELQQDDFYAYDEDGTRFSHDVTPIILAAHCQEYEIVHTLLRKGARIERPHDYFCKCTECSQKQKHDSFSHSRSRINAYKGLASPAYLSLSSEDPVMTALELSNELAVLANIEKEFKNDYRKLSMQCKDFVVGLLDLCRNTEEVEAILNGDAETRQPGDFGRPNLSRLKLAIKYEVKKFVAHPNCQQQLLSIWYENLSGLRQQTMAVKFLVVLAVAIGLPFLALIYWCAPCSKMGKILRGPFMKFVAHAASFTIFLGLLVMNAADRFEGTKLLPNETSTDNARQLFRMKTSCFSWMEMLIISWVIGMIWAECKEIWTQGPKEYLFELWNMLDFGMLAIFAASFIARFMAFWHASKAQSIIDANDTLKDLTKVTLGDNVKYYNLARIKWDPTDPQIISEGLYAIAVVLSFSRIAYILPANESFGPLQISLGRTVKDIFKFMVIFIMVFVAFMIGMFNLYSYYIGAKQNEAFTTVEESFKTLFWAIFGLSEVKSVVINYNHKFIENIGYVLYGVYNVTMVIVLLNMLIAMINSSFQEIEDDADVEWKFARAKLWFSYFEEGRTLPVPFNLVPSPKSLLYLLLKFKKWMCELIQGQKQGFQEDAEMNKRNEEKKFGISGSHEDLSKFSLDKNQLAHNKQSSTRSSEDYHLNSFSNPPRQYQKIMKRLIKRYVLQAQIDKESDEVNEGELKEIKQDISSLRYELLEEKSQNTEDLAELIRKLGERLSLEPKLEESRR
RGS4 block = RGS4 inhibitors, primary screen, cell-based, HEK293 M3R inducible RGS4, calcium flux; Regulator of G-protein signaling 4 (Homo sapiens), P49798; Fluo-4 calcium flux; stronger effect = higher value; triggered by carbachol at its EC20; B-score at 10 µM; 310,000 tested, 0.45% active; AID 463165, 2010;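 active = B-score, a plate-corrected calcium signal, over three deviations above library mean, with baseline fluorescence within five deviations of library mean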;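 also: RGS4 expression induced by doxycycline in cells with stable M3 receptor; B-score is computed from the integrated fluorescence ratio over baseline after carbachol; higher B-score means a larger calcium signal and so more RGS4 inhibition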
MrgX1 PAM = positive allosteric modulators of MrgX1, primary screen, HEK293 cells, Fluo-4 calcium flux; Mas-related G-protein coupled receptor member X1 (Homo sapiens), Q96LB2; FDSS; stronger effect = higher value; B-score at 10 µM; 310,000 tested, 0.63% active;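 active = plate-corrected calcium response at least 3 library SD above typical, normal starting fluorescence, not activating the receptor alone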;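 also: compound read alongside a low EC10 to EC30 dose of BAM8-22 agonist; peak minus trough fluorescence over baseline measured at the second addition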
Platelet DG rel = inhibitors of platelet dense granule secretion, primary screen, cell-based, MLPCN, human platelets | inhibition, %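 (compounds screened at 7.5 µM in platelet-rich plasma)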 | AID 1663, 2009 | 300,000 tested, 0.22% active | human platelet-rich plasma, SFLLRN dense granule ATP release, luminescence;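 active = mean replicate score, as percent of positive control, at or above 50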
SKKanGAS inh = S. pyogenes SKKanGAS growth inhibitors in kanamycin, primary screen, streptokinase expression inhibitor project, SKKanGAS strain, BacTiter-Glo luminescence | 6 h | inhibition, % at 7.5 µM | 300,000 tested, 1.3% active;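 active = mean replicate score, as percent of positive control median, at least 50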;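 also: strain carries kanamycin resistance gene driven by streptokinase promoter and grows in 40 µg/ml kanamycin; loss of luminescence reflects streptokinase promoter inhibition or plain growth inhibition; 0% = median of DMSO wells and 100% = positive control at its reference dose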
HIF activator = HIF pathway transcriptional activators, primary screen, cell-based, U2OS HRE-luciferase, luminescence. U2OS HRE-luciferase reporter; normalized: DMSO 0%, desferrioxamine 100%. activation, % at 7.5 µM (by protocol). 300,000 tested, 0.32% active. AID 1910, 2009;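 active = mean activation of at least 10% of the iron chelator positive control signal, with at least half of replicates also reaching 10%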
TRPC6 activator = mouse TRPC6 channel activators, primary screen, cell-based, HEK293, membrane potential dye | Short transient receptor potential channel 6 (Mus musculus), Q61143 | HEK293-TRPC6 membrane potential dye fluorescence; stronger effect = higher value | B-score at 10 µM | 310,000 tested, 0.13% active;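 active = B-score of the integrated fluorescence ratio above library mean plus 3 SD, and starting fluorescence ratio within library mean plus 5 SD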;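 also: higher score means more depolarization so channel activation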
MrgX1 antag = antagonists of human MrgX1 receptor, primary screen, HEK293 cells, Fluo-4 calcium flux. AID 588676, 2011. 310,000 tested, 1.3% active. B-score at 10 µM. Mas-related G-protein coupled receptor member X1 (Homo sapiens), Q96LB2. BAM8-22 antagonism; stronger effect = lower value;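 active = calcium-response B-score plate-corrected more than 3 library SD below zero, starting fluorescence within 5 deviations, no agonist response on first addition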;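 also: peak minus trough fluorescence over baseline after final BAM8-22 challenge near maximal dose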
Numbers without * were called inactive; i = inactive; / = no result given.

structure,RGS4 pot,TRPC4 inh,MrgX1 agonist,TRPC6 inhibitor,RGS4 block,MrgX1 PAM,Platelet DG rel,SKKanGAS inh,HIF activator,TRPC6 activator,MrgX1 antag
Cc1onc(-c2ccccc2)c1C(=O)N1CCN(c2ccccc2)CC1,i,i,i,i,i,i,-2,-1,-0.6,i,i
CC(=O)Nc1ccc(/C=N/N2C(=O)NC(C)(c3ccc(OC(F)F)cc3)C2=O)cc1 (centres undefined),-7*,i,31*,i,i,i,8,0,-0.2,i,i
CCCCC(=O)NNC(=O)c1c(O)c2ccccc2[nH]c1=O,i,i,i,i,i,i,0,2,1.6,i,i
COc1ccc(CN2CCOCCOCCOCC2)cc1,i,i,i,i,i,i,-17,17,-0.1,i,i
Cc1cc(OC(C)C(=O)N2CCN(c3ccccc3)CC2)c2c(C)c(C)c(=O)oc2c1 (centres undefined),i,i,i,i,i,i,0,-7,0.2,i,i
c1ccc(-c2cc(-c3nc(-c4ccccn4)no3)c3ccccc3n2)cc1,i,i,i,i,i,i,-2,44,-0.5,i,i
CC(C)C(NC(=O)OC(C)(C)C)C(=O)N1CCCC1C(=O)NC(Cc1ccccc1)C(N)=O (centres undefined),i,i,i,i,i,i,1,2,0.4,i,i
COc1ccc(OC)c(/C=N/NC(=O)c2cc3c(OC)cc(OC)cc3[nH]2)c1,i,i,i,i,i,i,-1,-3,-0.5,i,i
CN(C)S(=O)(=O)c1ccc(S(=O)(=O)N2CCN(CCC#N)CC2)cc1,i,i,i,i,i,i,-4,3,0.0,i,i
COc1cc(CCC(=O)OCC(=O)Nc2ccc(C(N)=O)cc2)cc(OC)c1OC,i,i,i,i,i,i,12,-3,-0.1,i,i
COc1ccc(-c2cc(=O)oc3cc(OC(=O)C4CCCCC4)ccc23)cc1,i,i,i,i,i,i,1,10,0.3,i,i
COc1ccc(-c2nc3ncccc3o2)cc1NC(=O)c1ccco1,i,i,i,i,i,i,-5,-9,0.0,i,i
COc1ccccc1-n1cccc1C=O,i,i,i,i,i,i,3,2,0.2,i,i
CC(C)CCNC1=CC(=O)CC(c2ccccc2)C1 (centres undefined),i,i,i,i,i,i,7,-9,-0.3,i,i
CN(C)CCNC(=O)c1ccccc1,i,i,i,i,i,i,-2,5,0.3,i,i
O=C(Cc1ccc(-n2cccc2)cc1)NC1CCCCC1,i,i,i,i,i,i,2,-5,-0.1,i,i
CC(C)c1nnc(NC(=O)C2CCCN2C(=O)Nc2ccccc2)s1 (centres undefined),i,i,i,i,i,i,-14,13,0.9,i,i
CCc1cccc(CC)c1NC(=S)NCc1nc2ccccc2[nH]1,i,i,i,i,i,i,7,-15,-0.3,i,i
CCCN(C(=O)CCOc1ccc(C(C)(C)C)cc1)c1c(N)n(Cc2ccccc2)c(=O)[nH]c1=O,i,i,i,i,i,i,-3,-3,-0.1,i,i
C(=N\Nc1nc2ccccc2[nH]1)/c1cccc2nccnc12,i,i,i,i,i,i,5,-3,47*,i,i
O=C(Nc1ccc(NC(=O)C2CCCCC2)nc1)c1cccc(F)c1,i,i,/,i,i,/,-2,4,1.6,i,/
COc1ccc(/C=C/C(=O)c2c(O)cc(C)oc2=O)c(OC)c1,i,i,i,i,i,i,-1,11,2.3,i,i
O=C(NCCCn1ccnc1)C(=O)NCC1OCCN1S(=O)(=O)c1cc(F)ccc1F (centres undefined),i,i,i,i,i,i,-2,-8,0.0,i,i
CC1(C)Cc2c(sc3nc(-c4cc5ccccc5o4)n(N)c(=O)c23)CO1,i,i,i,i,i,i,-6,6,2.0,i,i
COc1ccc(/C=C/C(=O)OC(C)C(=O)c2ccccc2)cc1OC (centres undefined),i,i,i,i,i,i,-9,16,-0.2,i,i
Cc1cc(C)n2cc(COc3ccc4ccccc4c3)nc2n1,i,i,i,i,i,i,-4,0,1.7,i,i
COc1ccc2oc(C)c(C(=O)NN)c2c1,i,i,i,i,i,i,-3,5,-0.2,i,i
COc1ccc(CCNC(=O)C(=O)NCC2OCCN2S(=O)(=O)c2ccc3c(c2)OCCO3)cc1OC (centres undefined),i,i,i,i,i,i,-1,0,-0.2,i,i
C=CCC(Nc1ccccc1)C12C=CC(O1)C(C(=O)OC)=C2C(=O)OC (centres undefined),i,i,i,i,i,i,1,-1,6.3,i,i
Cc1cc(C(=O)Nc2cc(C(C)(C)C)on2)c(C)o1,i,i,i,i,i,i,11,-4,2.1,i,i
O=C(Nc1ccc(N2CCN(C(=O)c3ccco3)CC2)c(Cl)c1)c1cccnc1,i,i,i,i,i,i,6,-1,0.3,i,i
COCCn1cc(C(=O)N2CCCC(C)C2)c2c3ccccc3n(C)c2c1=O (centres undefined),i,i,i,i,i,i,2,4,-0.5,i,i
Brc1ccccc1-n1nnc(-c2cccnc2)n1,i,i,i,i,i,i,0,-3,2.1,i,i
COCCn1c(COc2ccc(OC)cc2)nc2ccccc21,i,i,i,i,i,i,10,0,1.2,i,i
O=C(O)CCCNC(=O)Nc1ccccc1,i,i,i,i,i,i,11,-1,-0.8,i,i
O=C(Nc1cccc(O)c1)c1ccc2c(c1)C(=O)N(Cc1ccco1)C2=O,i,i,i,i,i,i,9,6,0.0,i,i
COC(=O)/C=C1/C(=O)N/C(=N\c2nc(C)cc(C)n2)N1c1ccc(OC)cc1,i,i,i,i,i,i,0,-2,-0.2,i,i
CC(/C=N\NC(=O)Cn1c(C)nc2ccccc21)=C\c1ccccc1,i,i,i,i,i,i,5,-1,0.7,i,-11*
COc1nc(N=C(N)N)nc2ccc(C)cc12,i,-5*,i,i,i,i,-4,-14,-0.6,i,i
CC1=CC(C)(C)N2C(=O)C3(SCC(=O)N3c3ccc(F)cc3)c3cc(C)cc1c32 (centres undefined),i,i,i,i,i,i,-19,11,-0.1,i,i
COc1ccc(NC(=O)CN(C)C(=O)CCCc2nc3ccccc3c(=O)[nH]2)cc1,i,i,i,i,i,i,-4,-1,-0.2,i,i
COCc1[nH]c(=S)c(C#N)cc1C(=O)OC,i,i,i,i,i,i,-3,18,-0.5,i,i
Cc1cccc(N2CC(C(=O)Nc3ccc4c(c3)OCCO4)CC2=O)c1C (centres undefined),i,i,i,i,i,i,5,6,-0.7,i,i
CCOC(=O)C1CCCN(C/C=C/c2ccccc2[N+](=O)[O-])C1 (centres undefined),i,i,i,i,i,i,0,4,-0.2,i,i
N#Cc1cn(Cc2ccccc2)c(=O)[nH]c1=O,i,i,i,i,i,i,-1,8,-0.4,i,i
COc1ccc(Cl)cc1N=Cc1c(O)c2ccccc2oc1=O,i,i,i,i,i,i,0,3,-9.9,i,i
COC(=O)NNS(=O)(=O)c1ccc(C)cc1,i,i,i,i,i,i,1,-5,-0.2,i,i
COc1ccc(OCC(=O)Nc2nnc(-c3ccco3)s2)cc1,i,i,i,i,i,i,9,1,-2.0,i,i
COc1ccc(NC(=O)c2cccc(Cn3cc(Br)c([N+](=O)[O-])n3)c2)c(C)c1,i,i,i,i,i,i,1,-13,-0.2,i,i
COc1ccccc1NC(=O)Nc1ccc(C)cn1,i,i,i,i,i,i,-3,-5,3.4,i,i

(cont.)
structure,RGS4 pot,TRPC4 inh,MrgX1 agonist,TRPC6 inhibitor,RGS4 block,MrgX1 PAM,Platelet DG rel,SKKanGAS inh,HIF activator,TRPC6 activator,MrgX1 antag
CC1Cc2ccccc2N1C(=O)CSc1nnc2sc3ccccc3n12 (centres undefined),i,i,i,i,i,i,-4,-9,0.1,i,i
CCn1c(SCC(=O)NC2CCCC2)nnc1-c1c[nH]c2ccccc12,i,i,i,i,i,i,16,-8,0.0,i,i
COc1cc(OC)c(C2=NOC(C(=O)N3CCN(C(=O)c4ccco4)CC3)C2)cc1Cl (centres undefined),i,i,i,i,i,i,10,1,-0.2,i,i
CC(C)c1ccc(NC(=O)COC(=O)C2=COCCO2)cc1,i,i,i,i,i,i,8,-4,0.2,i,i
Cc1cccc(NC(=O)CN2C(=O)/C(=C3\SC(=S)N(CC4CCCO4)C3=O)c3ccccc32)c1 (centres undefined),i,i,i,i,i,i,6,-1,-0.5,i,i
CCOC(=O)C1CCCN(CCC(=O)Nc2cc(OC)ccc2OC)C1 (centres undefined),i,i,i,i,i,i,0,7,-0.1,i,i
COc1ccc(C2N(c3ccccc3)C(=S)N3CCCN23)cc1 (centres undefined),i,i,i,i,i,i,-8,-2,0.0,i,i
O=C1CCCN=C(Nc2ccc(F)c(Cl)c2)S1,i,i,i,i,i,i,-3,3,0.1,i,i
O=C(Nc1nccs1)C1CCN(S(=O)(=O)c2c(Cl)cccc2Cl)CC1,i,i,i,i,i,i,-2,1,-0.1,i,i
O=c1cc(-c2ccccc2[N+](=O)[O-])oc2ccccc12,i,i,i,i,i,i,2,-4,1.3,i,i
CCc1c(C(=O)N/N=C/c2ccco2)nnn1-c1nonc1N,i,i,i,i,i,i,4,2,-0.7,i,i
O=C(CN1C(=O)c2ccccc2C1=O)Nc1ccc(S(=O)(=O)NCC2CCCO2)cc1 (centres undefined),i,i,i,i,i,i,-10,1,/,i,i
